DYRK1A inh = blocks rat Dyrk1A kinase activity; ADP-Glo luminescence, NFATc1 peptide; inhibition, % at 12.5 µM; 310,000 tested, 0.43% active; in the data active = inhibition above about 50%;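 also: plate controls were vehicle with enzyme for no effect and no enzyme for full effect; many of its hits are not listed in these tables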
* hit, by the source's call. These rows are one share of the data; the hit share may differ from the screen's.

no.	canonical_smiles	DYRK1A inh
1	CN1C(=O)N(CC(=O)Nc2cccc(S(=O)(=O)N(C)c3ccccc3)c2)C(=O)C12CCCCC2	16
2	Cc1ccc(OCC(=O)Nc2ccc3c(c2)ncn3C)cc1	-4
3	CCN1CCN(c2ccc(S(=O)(=O)N3CCCCC3)cc2NC(=O)CCNC(C)=O)CC1	-1
4	Nc1nc(SCc2ccccn2)c2ncn(C3CCCC3)c2n1	6
5	Cc1cc2nccnc2cc1C	-3
6	CCN1C[C@@H]2[C@@H]3C(=O)N(Cc4ccccc4)C(=O)[C@@H]3[C@](Cc3ccccc3)(C1=O)N2C(=O)c1ccccc1	-3
7	Cc1cccc(C2=NN(c3ccccc3)[C@H](CO)[C@H]2c2ccc(F)cc2)c1	0
8	COc1ccc(CNCCS(=O)(=O)NCc2ccccc2)cc1	7
9	CC(O)c1cccc(-c2ccc(CN3C[C@]4(CO)O[C@@H](CO)C[C@@H]4S3(=O)=O)cc2)c1 (stereo not given in full)	8
10	COc1ccc2c(c1OC)OCC2C (stereo not given)	2
11	O=C(Oc1cccc2c(O)cccc12)c1ccco1	-5
12	COc1cc2c(c(OC)c1OC)-c1ccc(SC)c(=O)cc1C(NC(=O)C(F)(F)F)CC2 (stereo not given)	3
13	Nc1ccccc1C=C1Cc2ccccc2C1=O	-8
14	COc1ccc(Cl)cc1C(=O)OCC(=O)NC1CCCC(C)C1C (stereo not given)	8
15	CCCCN(C(=O)c1cc(S(=O)(=O)N2CCOCC2)ccc1F)c1c(N)n(CCCC)c(=O)[nH]c1=O	0
16	COc1ccc(N2CCN(C(=O)c3cc(S(=O)(=O)N4CCCCCC4)ccc3OC)CC2)cc1	-2
17	Cc1c(N)cc(S(=O)(=O)O)cc1NC(=O)c1cccc([N+](=O)[O-])c1	-6
18	COc1ccc(C2C(C)C(=O)C(C)C(c3ccc(OC)cc3)N2N=O)cc1 (stereo not given)	1
19	COc1cc(C=O)ccc1OCc1cn(CC(=O)c2ccc(O)cc2)nn1	-9
20	CCN1CCN(c2ccc(S(=O)(=O)N3CCCCC3)cc2NC(=O)/C=C/c2ccc(Cl)cc2)CC1	-6
21	COc1ccc(NC(=O)COC(=O)c2ccc(S(=O)(=O)N(C)c3ccccc3OC)cc2)cc1	-1
22	c1ccc2c(c1)-c1ccccc1C2N1CCOCC1	-6
23	COc1ccc(S(=O)(=O)N2CCCCC2)cc1NC(=O)CCNC(=O)c1ccccc1Cl	2
24	O=c1cc(-c2ccc(OCc3ccccc3)cc2)oc2cc(OCc3ccccc3)cc(OCc3ccccc3)c12	-2

Pulled by compound from the list above, three records:
no.	canonical_smiles	DYRK1A inh
22	c1ccc2c(c1)-c1ccccc1C2N1CCOCC1	-6
19	COc1cc(C=O)ccc1OCc1cn(CC(=O)c2ccc(O)cc2)nn1	-9
17	Cc1c(N)cc(S(=O)(=O)O)cc1NC(=O)c1cccc([N+](=O)[O-])c1	-6

Going on with the list:
no.	canonical_smiles	DYRK1A inh
25	C=CCN1C(c2ccc(Br)cc2)=CS/C1=C(\C#N)c1nnc(N2CCOCC2)n1-c1ccccc1	0
26	Cc1ccc(NC(=O)CN2C(=O)NC(C)(C)C2=O)cc1S(=O)(=O)N1CCCCCC1	1
27	CC(C)(C)C(=O)NCc1ccc(C(=O)CSc2nnc(-c3ccncc3)n2C2CC2)s1	-1
28	Cc1ccc(NC(=O)Cn2c(=O)cnc3ccccc32)cc1S(=O)(=O)N1CCCCC1	-1
29	CCCN(C(=O)COC(=O)c1nc2nccc(C)n2n1)C1CCS(=O)(=O)C1 (stereo not given)	7
30	Cc1ccsc1C(=O)N(C)CC(=O)Nc1ccccc1Br	-3
31	O=S(=O)(Nc1ccccc1)C1CCCCC1	-3
32	Cc1noc(C)c1C(=O)Nc1cc(S(=O)(=O)N2CCCCC2)ccc1N(C)C	-8
33	O=C(C[C@H]1C[C@H](C(=O)N2CCOCC2)[C@@]2(CCC3CCCC3)c3[nH]c4cc(-c5ccco5)ccc4c3CCN2C1=O)NCCCn1ccnc1	0
34	Cc1ccc(S(=O)(=O)NN=Cc2cc(Cl)ccc2O)cc1	-4
35	S=c1[nH]nc2ccccn12	-1
36	COc1cc(/C=C(\CC(=O)O)c2nc3ccccc3s2)ccc1OCC(=O)Nc1ccccc1F	4
37	CCOC(=O)Nc1ccc2c(CN3CCN(S(=O)(=O)c4ccccc4F)CC3)cc(=O)oc2c1	10
38	O=C(CC1(O)CCCCC1)OC1CCCC1	-1
39	COc1cccc(/C=N/NC(=O)c2ccc(-n3cnnn3)cc2)c1	6
40	CCOc1ccc(NC(=O)CN2C(=O)NC(C)(c3ccc4c(c3)OCCCO4)C2=O)cc1OCC (stereo not given)	-4
41	O=C(O)C1CCCCN1C(=O)c1ccc(S(=O)(=O)N2CCCC2)cc1 (stereo not given)	5
42	COC1CC(C)C(OC)c2cc(O)cc(c2O)NC(=O)C(C)=CC=CC(C)C(OC(N)=O)C(C)=CC(C)C1OC (stereo not given)	-1
43	COc1ccc(-c2cc(=O)c3c(C)cc(O)cc3o2)cc1	8
44	CC1CCN(C(=O)COC(=O)c2c[nH]c3ccccc23)CC1	0
45	CCCCN(C(=O)C1CC(=O)N(c2ccc(CC)cc2)C1)c1c(N)n(CCC)c(=O)[nH]c1=O (stereo not given)	-8
46	Cc1cc(=O)oc2c(C)cc(C(C)(C)C)cc12	6
47	CC1(C)C(=O)C=CC(=O)C(C)(C)C(=O)C=CC(=O)C(C)(C)C2=CC=C(O2)C(C)(C)C(=O)C=CC1=O	2
48	COc1cccc(CN(C)CCCn2ccc(NC(=O)OCc3ccccc3)nc2=O)c1	-2
49	O=S1(=O)c2ccc(Br)cc2N2CCC[C@H]2CN1Cc1ccccc1	1
50	CCOCCOC(=O)c1ccc(NC(=O)c2cc3ccccc3o2)cc1	2
51	CCOc1ccc(N2C(=O)C(C)CNC2=S)cc1 (stereo not given)	-4
52	COc1cc(/C=C/C(=O)Nc2ccc(S(=O)(=O)Nc3ncccn3)cc2)ccc1OCC#N	-1
53	O=C(Nc1ccc(C(=O)N2CCOCC2)cc1)C1CCC1	-1
54	COc1cc([N+](=O)[O-])ccc1-c1ccc(/C=C2\C(=O)ON=C2c2ccccc2)o1	-2
55	O=C(Cc1cccc(NC(=O)C2CCCN(C(=O)c3ccccc3)C2)c1)Nc1ccc(C(=O)N2CCCCC2)cc1 (stereo not given)	4
56	CN(C)C(=O)CCc1ccc2c3c([nH]c2c1)[C@]1(C)[C@@H](C(=O)N2CCCCC2)C[C@H](CC(=O)NCCC2=CCCCC2)C(=O)N1CC3	-2

Five entries from above, sorted by heavy-atom count, largest number first.
no.	canonical_smiles	DYRK1A inh
56	CN(C)C(=O)CCc1ccc2c3c([nH]c2c1)[C@]1(C)[C@@H](C(=O)N2CCCCC2)C[C@H](CC(=O)NCCC2=CCCCC2)C(=O)N1CC3	-2
55	O=C(Cc1cccc(NC(=O)C2CCCN(C(=O)c3ccccc3)C2)c1)Nc1ccc(C(=O)N2CCCCC2)cc1 (stereo not given)	4
52	COc1cc(/C=C/C(=O)Nc2ccc(S(=O)(=O)Nc3ncccn3)cc2)ccc1OCC#N	-1
54	COc1cc([N+](=O)[O-])ccc1-c1ccc(/C=C2\C(=O)ON=C2c2ccccc2)o1	-2
50	CCOCCOC(=O)c1ccc(NC(=O)c2cc3ccccc3o2)cc1	2

The results go on:
no.	canonical_smiles	DYRK1A inh
57	CCc1ccc(CN(C)C(=O)C2=CC=CN3CCS(=O)(=O)N=C23)cc1	0
58	Cc1cc(O)c(C(C)C)cc1N=Cc1ccc(N(C)C)cc1	-1
59	O=C1COc2ccc(C(=O)COC(=O)Cc3c(F)cccc3Cl)cc2N1	1
60	Cc1ccc(C)c(NC(=O)[C@@H]2CCCN2S(=O)(=O)c2ccccc2F)c1	1
61	CN(C(=O)CSc1nnc(C2CC2)n1C)C1CCCc2ccccc21 (stereo not given)	-3
62	O=C(NNC(=O)c1cccc2ccccc12)c1cccc(F)c1	2
63	CCOc1ccccc1N1CC(C(=O)Nc2cc(S(=O)(=O)N3CCOCC3)ccc2OC(C)C)CC1=O (stereo not given)	-5
64	COc1ccccc1C(=O)OCC(=O)NC(=O)NC1CCCCC1	-2
65	Cc1ccc(S(=O)(=O)N2CCN(C(=O)COC(=O)c3ncc(Cl)c(Cl)c3Cl)CC2)c(C)c1	1
66	CCOC(=O)C1(Cc2ccccc2C#N)CCCCC1=O (stereo not given)	-3
67	CC1(c2ccc3ccccc3c2)CCC(=O)O1 (stereo not given)	-4
68	Cc1c(NS(=O)(=O)c2cccc(C(=O)Nc3cccc(F)c3)c2)c(=O)n(-c2ccccc2)n1C	2
69	O=C(CNc1ccccc1F)Nc1cccc(S(=O)(=O)N2CCCCC2)c1	12
70	COc1cc2oc(=O)cc(-c3ccc(-c4ccc(C#N)cc4)cc3)c2c(OC)c1OC	-2
71	COc1cc2c(cc1OC)CN(C(=O)CCNC(=O)c1ccc(Br)cc1)CC2	1
72	CC[C@@H]1C=C(C(=O)O)[C@H](c2ccc(Cl)cc2)N1S(=O)(=O)c1ccc(C)cc1	-1
73	O=c1[nH]cnc2c1ncn2C1OCC(O)C(O)C1O (stereo not given)	6
74	CCCCn1c(N)c(N(CCOC)C(=O)CCNC(=O)NC23CC4CC(CC(C4)C2)C3)c(=O)[nH]c1=O	-5
75	O=C(COC(=O)c1ccc[nH]c1=O)Nc1cc(S(=O)(=O)N2CCCCCC2)ccc1Cl	2
76	COc1ccccc1C(CNC(=O)c1ccc(C)c(S(=O)(=O)N2CCCCC2)c1)N1CCCC1 (stereo not given)	-6
77	Cc1ccc(CN2C(=O)COc3cc(NS(C)(=O)=O)ccc32)cc1	0
78	C#CCOCCOCCOCCNc1nc(N2CCN(C(=O)[C@H](C)n3cc(CCC(=O)O)nn3)CC2)nc(N2CCN(C(=O)[C@H](Cc3ccc(O)cc3)n3cc(CCO)nn3)CC2)n1	43
79	O=S(=O)(CC=CCS(=O)(=O)c1ccccc1)c1ccccc1	1
80	C[C@@H]1CN(S(=O)C(C)(C)C)[C@@H](CCO)/C1=C\CCO (stereo not given in full)	4
81	CC1CCN(C(=O)COC(=O)c2ccc3c(c2)C(=O)N(Cc2ccco2)C3=O)CC1	2
82	O=C(Cc1cccc(NC(=O)C2CCN(C(=O)CCc3ccccc3)CC2)c1)Nc1cccc(C(=O)N2CCCCC2)c1	6
83	O=C(c1ccco1)N1CCN(C(=O)c2cn(-c3ccccc3)nc2-c2ccc(F)cc2)CC1	0
84	COc1ccc(-c2cccc(-c3cc(=O)oc4cc5c(cc34)OCO5)c2)cc1	-1
85	O=C1C(Cl)=C(NCCc2ccccc2)C(=O)c2ccccc21	-1
86	Cc1cc(CCNC=O)c(C)c2c1sc1ccccc12	2
87	CCn1c(=O)c(C(=O)CN(C)CC(=O)Nc2ccccc2Br)c(N)n(Cc2ccccc2)c1=O	-1
88	O=C(Nc1cccc(C(=O)N2CCCCC2)c1)C1CC1	3
89	Cc1ccc2c(c1)-c1cc(C)ccc1C2=O	0
90	O=C1OCCN1C(=O)[C@H]1[C@H](c2ccc(Cl)cc2)C(c2cccc(Cl)c2)=NN1c1ccc(Br)cc1	-4
91	OC(c1ccccc1)(c1ccccc1)c1nccc2ccccc12	-7
92	CN(C(=O)c1cccc(NC(=O)Cc2ccc(NC(=O)C3CCCN(C(=O)C4CCCC4)C3)cc2)c1)C1CC1 (stereo not given)	-1
93	O=C(O)C(c1ccccc1)C(O)C1CCCC1 (stereo not given)	10
94	O=S(=O)(c1ccccc1)N1CCNc2ccccc21	0
95	Cc1ccc(Nc2ncc3c(=O)[nH][nH]c(=O)c3n2)cc1	-3
96	CC(Sc1nnc(COc2ccc(Cl)cc2)o1)C(=O)Nc1ccc(N2CCOCC2)cc1 (stereo not given)	-3
97	CCCn1c(N)c(C(=O)CN(C)CC(=O)Nc2ccc(F)cc2)c(=O)[nH]c1=O	3
98	COC(=O)c1ccc(NC(=O)CCCN2C(=O)NC(C)(C)C2=O)cc1	9
99	COc1ccc(NC(=O)COC(=O)c2cc(C)oc2C)c([N+](=O)[O-])c1	4
100	Cc1cccc[n+]1CC(=O)c1ccc([N+](=O)[O-])cc1	1
101	Cc1noc(C)c1S(=O)(=O)N1CCN(c2ccccc2Cl)CC1	2
102	S=C(NCc1ccco1)NCc1ccco1	3
103	CN1C[C@@H]2[C@@H]3C(=O)N(Cc4ccccc4)C(=O)[C@@H]3[C@](C)(C1=O)N2C(=O)c1ccc(Br)cc1	-5
104	CC1=CN(S(=O)(=O)c2ccc(C)cc2)C[C@@H]2[C@H]3CC[C@H](C3)[C@H]12	4
105	O=C(Cc1ccc(NC(=O)C2CCCN(C(=O)c3ccccc3)C2)cc1)Nc1ccc(C(=O)N2CCOCC2)cc1 (stereo not given)	-3
106	NN=C(NN=Cc1ccccc1)c1ccccc1	-5
107	Cc1ccccc1-c1csc(N)n1	4
108	NC(=O)c1ccsc1NC(=O)CCS(=O)(=O)c1ccc(Cl)cc1	-1
109	COc1ccc(C)cc1NC(=O)C1CC(=O)N(CCc2ccc(F)cc2)C1 (stereo not given)	15
110	COC(=O)[C@H]1C[C@H](O)CN1S(=O)(=O)c1ccc(Br)cc1F	-2
111	O=C(COC(=O)CNS(=O)(=O)c1ccc(Cl)cc1)NC1CCCCC1	9
112	CCc1cccc(C)c1NC(=O)CN(C)C1=NS(=O)(=O)c2ccccc21	-1

Remaining list, next part:
no.	canonical_smiles	DYRK1A inh
113	COc1ccc2c3c(ccc2c1)C(=O)/C(=C/O)CC3	63*
114	CN(C)CCCNC(=O)C[C@H]1C[C@H](C(=O)N2CCCCC2)[C@@]2(CCc3ccccc3)c3[nH]c4cc(-c5ccco5)ccc4c3CCN2C1=O	15
115	O=C(C(Br)=Cc1ccccc1)c1ccccc1	0
116	C=CCN(Cc1cccs1)C(=O)CN1CCN(S(=O)(=O)c2ccc3c(c2)OCCCO3)CC1	1
117	CC1=C(C(=O)O)CC(S(=O)(=O)O)C1(C)C (stereo not given)	-2
118	Cc1cc2c(cc(C(=O)OC(C)C(=O)NCc3ccc(F)cc3)n2C)o1 (stereo not given)	5
119	C[C@H](CO)N1C[C@H](C)[C@@H](CN(C)CC2CCCCC2)Oc2c(NC(=O)Cc3ccccc3)cccc2C1=O	0
